# Source: PubChem (National Center for Advancing Translational Sciences (NCATS))
# UDG counter: blocks uracil-DNA glycosylase in AID counter-screen; FRET deamination/UDG coupled assay, UDG read, 4 h; Potency, µM (highest dose often 115 µM), for the others: at the top dose activity change, negative = inhibition, hits mostly inhibitors; 91,000 tested, 0.14% active; AID 1347430; note: nearly all actives have a fitted effect of over 65% in size
# AID inh: activation induced cytidine deaminase inhibition; Q9GZX7; Potency, µM (titrated, usually from 115 µM), for inactives: at the highest dose activity change, negative = inhibition, actives largely listed as inhibitors; AID 1347428; AID deamination FRET fluorescence, UDG-coupled, 4 h; 91,000 tested, 0.32% active; note: nearly all actives have a fitted effect of over 25% in size
# Target sequence (Q9GZX7 whole entry, looked up): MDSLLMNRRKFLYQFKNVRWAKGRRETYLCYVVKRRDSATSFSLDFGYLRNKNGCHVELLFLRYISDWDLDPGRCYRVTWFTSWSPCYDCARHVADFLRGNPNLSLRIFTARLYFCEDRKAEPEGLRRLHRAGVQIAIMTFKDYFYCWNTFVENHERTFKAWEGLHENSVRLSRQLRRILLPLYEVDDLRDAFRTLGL
# Active calls of the source: *; ? = inconclusive; & = joins results of further samples; [ ] = dose if it differs, or a comment. Calls come from the whole dose curve; as a rule, active = well fitted curve in the direction sought with a large enough effect; inconclusive = small, poorly fitted or top-dose-only effect, or another doubt; inactive = no such curve, though single readings can be large; an effect the other way counts as inactive or inconclusive. % is set by controls: 0 for no effect and ±100 for the full control effect; potency is the fitted concentration of half-maximal effect.
structure | UDG counter | AID inh
CC(=O)N1CCN(c2nc(-c3ccco3)c3c(c2C#N)CC(C)(C)SC3)CC1 | -6% | 6%
Cc1c(C(=O)NCc2cccc(F)c2)oc2c1-c1[nH]ncc1CC2 | -8%[57.5 µM] | ?
CN(Cc1ccccc1)c1ccccc1NCC(=O)NC(N)=O | -3% | -2%
CCOc1ccc2c(=O)c(Oc3ccccc3OCC)coc2c1 | 0% | -4%
C(=C\c1ccccc1)/CNC12CC3CC(CC(C3)C1)C2 | -2% | -13%
CN(C(=O)CSc1nc(-c2ccccc2)no1)c1ccc(F)cc1 | 16% | -3%
COc1ccc(N(CC(=O)NCCc2ccc(Cl)cc2)S(=O)(=O)c2c(C)nn(C)c2C)cc1 | 0% | -22%
CNC(=O)C1CCN(c2nc3ccccc3nc2C(F)(F)F)CC1 | -12% | 15%
O=c1cc(-c2cc3ccccc3o2)c2cc3c(cc2o1)CCCC3 | 13% | 7%
COC(=O)c1cc2occc2n1CC(=O)Nc1cccc(SC)c1 | -1% | 14%
COC(=O)c1ccc(COC(=O)Cc2ccc3c(c2)OCCO3)cc1 | -3% | -1%
O=C(NCc1cccnc1)C1CCN(S(=O)(=O)c2cccc(OC(F)(F)F)c2)CC1 | -5% | -1%
Cc1cc(C(=O)O)c(C)n1CC(F)(F)F | -2% | 4%
COc1ccc(CNC(=O)CSc2n[nH]c(-c3ccc(OC)cc3)n2)cc1 | -9% | 2%
Cn1c(=O)c2c(nc(NCCN3CCOCC3)n2Cc2cccc(F)c2)n(C)c1=O | -8% | 10%
O=C1CCSc2ccc(C(=O)NNC(=O)c3ccccn3)cc2N1 | 2% | -2%
CCn1c(=O)cc(OCC(=O)N2CCN(c3ccc(F)cc3)CC2)c2ccccc21 | -2% | -17%
Fc1ccccc1-n1ncc2c1ncn1nc(COc3ccc(Cl)cc3)nc21 | 0% | 7%
CCOC(=O)c1c(S(=O)(=O)N2CCC(C(=O)Nc3ccc(C)cn3)CC2)c(C)n(C)c1C | 21% | 1%
CCOc1ccc(C(=O)Nc2cc(-c3nc4ccccc4s3)ccc2OC)cc1 | 2% | 28%
O=C(O)/C=C/C(=O)c1ccc(Br)cc1 | -3% | -22%
CCCCn1c(SCC(=O)Nc2ccc3c(c2)OCCO3)nc2c(-c3ccccc3)c[nH]c2c1=O | -9% | -4%
COc1ccccc1NC(=O)N1CCOc2ccccc21 | ? | 11%
Fc1ccc(SCCc2ccccn2)cc1 | -8%&-8% | -2%&-1%
O=C1CCSc2c1cccc2C(=O)Nc1ccc(F)cc1Cl | 2% | 3%
CC(=O)Nc1nc2n(n1)C(c1ccccc1)C=C(c1ccccc1)N2 (centres undefined) | -10% | -7%
CC(C)c1ccc(/C=C(/C#N)c2nc3ccccc3o2)cc1 | -21% | -9%
Cn1c(=O)c2c(ncn2CC(=O)Nc2ccccc2C(=O)NC2CCCCC2)n(C)c1=O | -1% | -4%
Cc1ccc2c(C)c(CCC(=O)Nc3cccc(Cl)c3)c(=O)oc2c1 | -4% | -5%
COc1cc(OC)cc(-c2nc3nc(C)c(CCC(=O)Nc4cc(F)ccc4F)c(C)n3n2)c1 | -10% | -13%
CN(CC(=O)Nc1cc2[nH]c(=O)[nH]c2cc1Br)Cc1ccccc1N1CCCCC1 | -4% | 58%[activator]
O=C(O)CCNS(=O)(=O)c1ccc(F)cc1 | 6% | 3%
COCCn1cnnc1SCc1cccc(F)c1 | 6% | 4%
CCOc1ccccc1NC(=O)CN1C(=O)COc2ccc(S(=O)(=O)N3CCOCC3)cc21 | -2%[57.5 µM] | -11%
COc1ccc(CCN[C@H]2CS(=O)(=O)C[C@@H]2S(=O)(=O)c2ccc(C)cc2)cc1OC | -10% | 4%
N#Cc1c(N)n[nH]c1CCCNC(=O)c1cn(Cc2ccccc2)nc1-c1ccccc1 | 1% | -4%

# An excerpt of these results, as labelled records:
Compound: Cn1c(=O)c2c(ncn2CC(=O)Nc2ccccc2C(=O)NC2CCCCC2)n(C)c1=O
- UDG counter: -1%
- AID inh: -4%
Compound: O=C(O)CCNS(=O)(=O)c1ccc(F)cc1
- UDG counter: 6%
- AID inh: 3%
Compound: COCCn1cnnc1SCc1cccc(F)c1
- UDG counter: 6%
- AID inh: 4%
Compound: CCOc1ccccc1NC(=O)CN1C(=O)COc2ccc(S(=O)(=O)N3CCOCC3)cc21
- UDG counter: -2%[57.5 µM]
- AID inh: -11%

# (listing goes on)
structure | UDG counter | AID inh
Cc1nc2ccc(Cl)cc2cc1C(=O)NCc1ccc(C(N)=O)cc1 | 4% | 7%
CC(C#N)OC(=O)c1cc(C(C)C)nc2ccccc12 (centres undefined) | -2% | -4%
COC(=O)C1=C(C)N(c2ccc3c(c2)OCO3)C(=O)NC1c1c(F)cccc1Cl (centres undefined) | -5% | -4%
Cc1ccc(NC(=O)c2nnn(Cc3cccc(C(F)(F)F)c3)c2N)c(C)c1 | -8% | 42%[activator]
COc1ccc2c(c1)CC(C(=O)NCCCN1CCN(c3ccccc3F)CC1)CO2 (centres undefined) | 1% | 5%
Cc1ccc(OCc2nc(C#N)c(N(C)Cc3ccccc3)o2)cc1 | 0% | -12%
Cc1cc(C)c(S(=O)(=O)N2CCC(C(=O)NCCc3csc(-c4ccccc4)n3)CC2)c(C)c1 | ? | -23%
COc1ccc(-n2nnnc2C2CCN(S(=O)(=O)c3ccc(C)cc3)CC2)cc1 | -3% | 3%
COC(=O)CNC(=O)c1ccc2ccccc2c1 | 4% | 0%
COc1ccc(NC(=O)C2COc3ccccc3C2)cc1Cl (centres undefined) | -16% | -23%
Cc1cc(C)c2oc(C(=O)Nc3ccc(S(=O)(=O)Nc4onc(C)c4C)cc3)cc(=O)c2c1 | 4% | -9%
COCCn1c(SC(C)C(=O)c2ccc(Br)cc2)nnc1-c1cccc(C)c1 (centres undefined) | -2% | -4%
CCN(CC)CCN1C(=O)C(O)=C(C(=O)c2sc(C)nc2C)C1c1ccc(C(=O)OC)cc1 (centres undefined) | -1% | 6%
CC1=CCCC(C)(C)C1/C=C/C(C)=N\Nc1nc2ccccc2[nH]1 (centres undefined) | -3% | -8%
O=C(c1ccc2cc[nH]c2c1)N1CCC(C(=O)N2CCCCC2)CC1 | 1% | -1%
Cc1cccc(C2CN(C)CCc3c2cc(O)c(O)c3Cl)c1 (centres undefined) | 5% | 4%
Cc1ccsc1/C=N/NC(=O)c1cccc2ccccc12 | -6% | 3%
CC(=O)C1=C(O)C(=O)NC1c1ccccc1F (centres undefined) | 6% | 3%
Cc1ccc(C(=O)COC(=O)c2cccc(NC(=O)c3ccc(Br)cc3)c2)cc1 | -1% | -9%
O=C(CS(=O)(=O)Cc1coc(-c2ccccc2)n1)N1CCCC1 | 3% | 5%
Cc1ccc(C(=O)c2cn(Cc3ccccc3)c3ccccc3c2=O)cc1 | -11% | ?
CC(C)C(NC(=O)c1ccc(-c2ccccc2)cc1)C(=O)O (centres undefined) | 1% | 0%
COc1ccc(OC)c(N(CC(=O)NCc2ccccc2)S(=O)(=O)c2ccccc2)c1 | 16% | 3%
CC(=O)c1ccc(N2CCN(C(=O)C3CCCN(S(=O)(=O)c4ccc(Br)s4)C3)CC2)cc1 (centres undefined) | -26%[57.5 µM] | -7%
Cc1ccc(-c2[nH]c3ccccc3c2SCCNC(=O)c2ccc(S(=O)(=O)N(C)C)cc2)cc1 | -9% | 14%
CCOC(=O)c1cnn(-c2cccc(Cl)c2)c1C1CCN(C(=O)OC(C)(C)C)CC1 | -15% | ?
Cc1ccc(C2C3=C(CC(C)(C)CC3=O)Nc3c2c(=O)n(C)c(=O)n3C)cc1 (centres undefined) | -2% | 4%
COc1ccc(-c2noc(CCC(=O)Nc3ccn(C)n3)n2)cc1OC | -1% | 4%
O=C(CSc1nc(-c2ccc(F)cc2)[nH]c1-c1ccccc1)Nc1ccccc1 | 10% | 5%
CCOc1ccc(C(=O)NCCc2csc(-c3cccc(F)c3)n2)cc1OCC | 2% | 12%
CN(C)C(CNC(=O)Cc1n[nH]c(=O)c2ccccc12)Cc1ccccc1 (centres undefined) | 2% | 1%
CN(Cc1cccc(Cl)c1Cl)S(=O)(=O)c1cn(C)c(=O)n(C)c1=O | 9% | -5%
CCOC(=O)c1cn(CC(=O)Nc2cccc(Cl)c2C)nn1 | 11%[57.5 µM] | 2%
Cc1ccc(CNc2nc3ccc(Cl)cc3n3nnnc23)cc1 | 0% | 63%[activator]
COc1ccc(C2=C(O)C(=O)N(CCc3ccccc3)C2c2ccc(C(=O)O)cc2)cc1 (centres undefined) | -3% | -8%
COc1ccc2nc(SCC(=O)c3cc(C)n(C4CC4)c3C)[nH]c2c1 | 3% | -10%

# Next part.
mol	UDG counter	AID inh
CCN1C(=O)C2(c3ccccc31)c1c(oc3ccc(C)cc3c1=O)C(=O)N2CCCOC(C)C (centres undefined)	-7%	-4%
CCNC(=O)c1ccc(CNC(C)=O)cc1	4%	-1%
CCOC(=O)c1cc(OC(=O)c2ccccc2C)n(-c2ccccc2)n1	-2%	-3%
COc1ccccc1NC(=O)C1=C(C)Nc2nc(SCc3ccccc3)nn2C1c1ccccn1 (centres undefined)	-2%	-27%
O=c1n(Cc2cccc(C(F)(F)F)c2)c2ccccc2c2nc(-c3ccccc3)nn12	5%[57.5 µM]	-7%
CCOC(=O)C(C)Oc1ccc2c(=O)c(Oc3ccc(CC)cc3)c(C(F)(F)F)oc2c1 (centres undefined)	-1%	0%
Cc1cc(C)c(NC(=O)C(=O)NCC(c2cccnc2)N2CCN(Cc3ccccc3)CC2)c(C)c1 (centres undefined)	0%	-11%
COc1ccc(Nc2nc3ccccc3nc2NS(=O)(=O)c2ccccc2)c(OC)c1	-10%	1%
COc1cccc(C(=O)Nc2nnc(S(=O)(=O)N3CCCC3)s2)c1	4%	19%
CC1CCCN(C(=O)c2cc3ccc4cccnc4c3[nH]2)C1 (centres undefined)	1%	-14%
N#Cc1ccc(N2CCC(C(=O)OCc3cccc4cccnc34)CC2)nc1	7%	5%
CCS(=O)(=O)c1ncc(Cl)c(C(=O)N(Cc2ccccc2)Cc2ccco2)n1	3%	-5%
CCOc1ccc(-n2c(SCC(N)=O)nc3c(oc4ccccc43)c2=O)cc1	2%	-20%
Cc1cc(C(=O)NCC2(c3ccccc3)CCC2)cc(S(N)(=O)=O)c1C	-6%	-3%
COc1ccc(-c2noc(-c3ccc(NCc4ccc(C)cc4)c([N+](=O)[O-])c3)n2)cc1OC	0%	-11%
Cn1ccc2c(OCC(=O)Nc3ccc(OC(F)(F)F)cc3)cccc2c1=O	-3%	7%
CCCSc1ncc(Cl)c(C(=O)N2CCN(c3cccc(Cl)c3)CC2)n1	-11%	-14%
Nc1ncc(S(=O)(=O)Nc2ccc(F)cc2F)cn1	1%	16%
O=C(Nc1nnc(S(=O)(=O)N2CCOCC2)s1)c1ccccc1F	7%	-3%
CCCN1CCN(CCCNC(=O)c2ccc3c(c2)sc2nc(-c4ccc(OCC)cc4)cn23)CC1	?	?
Cc1cccc(C)c1Nc1c(-c2ccccc2F)nc2cccc(C)n12	-12%	?
C=CCN(Cc1cccs1)C(=O)CSCc1ccc(C#N)cc1	4%	-6%
CCCCCCc1ccc(-c2ccc(OC)cc2)nc1	-8%	-15%
Cc1ccc(C)c(OCn2ccc(C(=O)NCc3cn(C)nc3C)n2)c1	2%	-1%

# Record cards, as listed above. Order of values: UDG counter | AID inh
# Listed for `COc1cc(OC)cc(-c2nc3nc(C)c(CCC(=O)Nc4cc(F)ccc4F)c(C)n3n2)c1` : -10% | -13%
# Listed for `COc1ccc(CNC(=O)CSc2n[nH]c(-c3ccc(OC)cc3)n2)cc1` : -9% | 2%

# Remaining list, next part.
mol	UDG counter	AID inh
Cc1ccc(NC(=O)c2cc(-c3cccs3)on2)cc1C	0%[57.5 µM]	21%[57.5 µM]
CC1(C)CC(NC(=S)Nc2ccc(Br)cc2)CC(C)(C)N1	-2%	-4%
COc1cccc(C2C(C(=O)Nc3ccccc3OC)=C(C)Nc3nc4ccccc4n32)c1 (centres undefined)	-11%	-1%
CC1CCN(S(=O)(=O)N2CCC(C(=O)NCc3ccccc3Cl)CC2)CC1	-1%	4%
CC(=O)NCc1ccc(C(=O)COc2ccc(C(C)=O)cc2)cc1	-6%	1%
O=C(C1CCN(c2nc3ccccc3[nH]2)CC1)N1CCN(c2ccccc2)CC1	-19%	2%
Cc1ccc(-n2c3c(c(=O)[nH]c2=O)C(NC(=O)c2ccccc2F)(C(F)(F)F)C(=O)N3)cc1C (centres undefined)	12%	27%
Cc1ccc(CN2CCN(C3CCN(S(=O)(=O)N(C)C)CC3)C(=O)C2=O)cc1	5%[57.5 µM]	12%[57.5 µM]
Cc1cccc(COC(=O)c2ccc(C#N)cc2)c1	6%	-4%
COCC(C)NS(=O)(=O)c1ccc(NC(=O)c2nc(-c3ccccc3)oc2C)cc1 (centres undefined)	1%	-6%
O=C(c1cc2ccccc2oc1=O)N1CCN(c2ccc(Cl)c(Cl)c2)CC1	3%	2%
COc1ccc(-c2onc(C)c2C)cc1S(=O)(=O)N1c2ccccc2CC1C (centres undefined)	8%	3%
CC(C)C(=O)Nc1nnc(S(=O)(=O)N2CCCCCC2)s1	-8%	-9%
Clc1ccc(CN2CCCC2)cc1	5%	11%
Cc1ccc(NC(=O)C(C)n2cccn2)c(Br)c1 (centres undefined)	2%	4%
CC(C)(C)c1ccc(C(=O)Nc2ccc(OCc3cc(=O)n4ccsc4n3)cc2)cc1	-1%	4%
COC(=O)c1cc(C23CC4CC(CC(C4)C2)C3)ccc1O	11%	7%
COc1ccc(Nc2c3c(nc4ccccc24)CCC3)cc1Cl	-8%	?

# The list is partial; rates above refer to the full screens.
